XBP1 UPR activ: activators of adaptive arm of unfolded protein response (XBP1); CHO-XBP1 luciferase reporter, IRE1-XBP1 UPR activation, luminescence; percent of tunicamycin response, DMSO as zero; activation, % at 20 µM; 0.33% of 330,000 active;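 active means versus positive control, 20 µM dose yields 30% or more activation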;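 further: 100% = tunicamycin at 10 µg/mL and 0% = DMSO only wells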
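Material: CHO-XBP1 cells stably carrying IRE1-XBP1-driven luciferase reporter / Amount: 1000 cells per well / Compound: 20 µM, 1% DMSO / Times: 6 h treatment, 37 °C / Detection: luciferase luminescence / Measure: % activation of reporter signal versus tunicamycin and DMSO controls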
697 NFkB inh: inhibitors of the PMA/ionomycin-induced NF-kB reporter in 697 B cells; 697 B-cell NF-kB luciferase reporter, 16 h; inhibition, % at 4 µM; 0.33% of 330,000 active; AID 435022; in the data active means inhibition above about 35%
Jurkat NFkB inh: inhibitors of the PMA/ionomycin-induced NF-kB reporter in Jurkat cells. PMA/ionomycin-induced NF-kB luciferase reporter, luminescence. inhibition, % at 4 µM. 0.53% of 330,000 active. AID 435003; in the data active means inhibition above about 50%
APJ antag: antagonists of human APJ apelin receptor | P35414 | CHO-K1 APJ beta-arrestin complementation, luminescence | inhibition, % at 20 µM | 0.32% of 330,000 active;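 active means inhibition above about 40% at 20 µM, limit read from the data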;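 further: cells challenged with 10 nM apelin-13 agonist together with compound; plate controls were apelin-13 plus DMSO wells for no effect and DMSO wells lacking apelin-13 for full effect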
CHOP UPR activ: activators of apoptotic arm of unfolded protein response (CHOP); CHO-CHOP luciferase reporter, UPR activation, luminescence; percent of tunicamycin response over DMSO baseline; activation, % at 10 µM; 0.34% of 330,000 active; AID 449763;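 active means at 10 µM dose, activation of 40% or more, normalized to positive control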;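 further: 100% = tunicamycin at 10 µg/mL and 0% = DMSO alone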
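System: CHO-CHOP luciferase reporter cell line | Buffer or medium: F12 medium containing 10% fetal bovine serum | Doses: One dose, 10 µM in 0.5% DMSO | Times: 6 h compound exposure at 37 °C after overnight seeding | Signal: Luciferase luminescence | Read-out: % activation vs tunicamycin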
tim23-1 inh: tim23-1 yeast growth inhibition. 1.3% of 330,000 active. S. cerevisiae tim23-1 growth, BacTiter-Glo luminescence, 24 h. AID 463212. inhibition, % at 20 µM;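 active means growth inhibition of the mutant yeast at or above 50%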;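 further: temperature-sensitive mutant grown at 25 °C; plate controls were DMSO-treated mutant yeast for no effect and medium wells lacking yeast for full effect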
Mdm2 MdmX PPI: disrupts the human Mdm2-MdmX interaction. O15151+Q00987. SaOS-2 split-luciferase Mdm2/MdmX complementation, luminescence. inhibition, % at 8 µM. 3% of 330,000 active;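 active means inhibition of at least 50% at 8 µM in the primary screen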
Target sequence (O15151 whole entry, looked up): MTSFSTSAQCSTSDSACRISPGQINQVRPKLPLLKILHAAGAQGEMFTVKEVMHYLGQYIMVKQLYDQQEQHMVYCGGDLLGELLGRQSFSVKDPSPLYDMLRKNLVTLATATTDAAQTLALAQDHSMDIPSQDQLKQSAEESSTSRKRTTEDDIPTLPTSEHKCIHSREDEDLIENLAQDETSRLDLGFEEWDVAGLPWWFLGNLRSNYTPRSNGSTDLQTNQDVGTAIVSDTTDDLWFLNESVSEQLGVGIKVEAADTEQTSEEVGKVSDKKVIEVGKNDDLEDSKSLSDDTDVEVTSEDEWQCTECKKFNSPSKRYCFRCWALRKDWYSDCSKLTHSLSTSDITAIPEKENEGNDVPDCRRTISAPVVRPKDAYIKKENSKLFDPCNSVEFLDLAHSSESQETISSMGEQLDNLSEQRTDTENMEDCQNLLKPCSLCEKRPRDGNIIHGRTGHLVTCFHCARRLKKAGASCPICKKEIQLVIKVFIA
Target sequence (Q00987 whole entry, looked up): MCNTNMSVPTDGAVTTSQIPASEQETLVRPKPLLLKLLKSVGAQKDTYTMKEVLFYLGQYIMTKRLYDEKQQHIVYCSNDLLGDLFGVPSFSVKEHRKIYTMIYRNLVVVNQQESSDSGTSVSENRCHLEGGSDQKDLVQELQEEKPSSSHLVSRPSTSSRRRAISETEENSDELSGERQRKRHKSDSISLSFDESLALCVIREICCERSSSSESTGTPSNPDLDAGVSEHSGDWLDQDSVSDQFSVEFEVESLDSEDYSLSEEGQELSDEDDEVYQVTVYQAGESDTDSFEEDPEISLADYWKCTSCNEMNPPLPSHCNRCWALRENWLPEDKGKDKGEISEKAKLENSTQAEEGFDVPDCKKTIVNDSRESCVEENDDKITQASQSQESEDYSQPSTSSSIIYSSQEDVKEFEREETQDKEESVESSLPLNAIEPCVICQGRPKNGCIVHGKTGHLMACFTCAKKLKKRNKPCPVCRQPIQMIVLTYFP
APJ agonist: APJ receptor agonism | 0.11% of 330,000 active | activation, % at 20 µM | P35414 | CHO-K1 APJ PathHunter beta-arrestin, luminescence; 0% DMSO wells, 100% apelin;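 active means activation more than six SD over the plate average, tested at 20 µM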;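 further: 0% = DMSO alone and 100% = apelin-13 at 10 nM; some results filed as inactive read as strong as hits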
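Test system – PathHunter CHO-K1 APJ (AGTRL-1) beta-arrestin reporter cells · Input – 1000 cells/well · Compound – single test compound dose, 20 µM final, 1% DMSO · Times – compound stimulation 90 min at 25 °C, detection 60 min · Technique – beta-gal luminescence · Read-out basis – APJ–arrestin association signal · Control set – negative DMSO alone, positive Apelin-13 at 10 nM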
The depositor's hits bear a star; & = joins results of further samples.

SMILES	XBP1 UPR activ	697 NFkB inh	Jurkat NFkB inh	APJ antag	CHOP UPR activ	tim23-1 inh	Mdm2 MdmX PPI	APJ agonist
COc1ccc(-n2c(-c3ccc(Cl)cc3)c[nH]c2=S)cc1	3	-31	-26	-13	6.1	19	-15	0
Cc1ccc(C(=O)OCC(=O)NC2CCCCC2)o1	-3	14	21	3	-0.1	17	18	-9
O=C(CSc1nnc(-c2ccncc2)n1-c1ccccc1)NCC1CCCO1 (centres undefined)	-1	1	-16	6	-1.9	1	4	-4
NC1=NC(=O)CC(C(=O)Nc2cccc3ccccc23)S1 (centres undefined)	-2	17	12	7	0.3	18	-25	1
COc1cc(OC)cc(C(=O)Nn2cc(C(=O)Nc3ccccc3F)c3ccccc3c2=O)c1	-2	4	-3	7	0.9	-6	4	0
CCOC(=O)c1cc(CC)sc1NC(=O)C(c1ccccc1)c1ccccc1	-3	5	1	16	-0.5	17	34	-2
COc1cc(/C=N/NC(=O)CC2(C)OCCO2)cc(Br)c1O	0	16	10	-6	0.2	1	3	-3
CCOc1ccc(-c2nnc(SCC(=O)N3CCNC3=O)o2)cc1	-3	-130	-79	-10	-1.4	20	-115	-4
C=CCn1c(O)c(N=NC(=O)OC(C)(C)C)c2ccccc21	1	19	0	1	0.8	6	-11	-2
COc1ccc(CNC(=O)[C@H](C)NC(=O)C2CCN(C(=O)[C@@H](N)Cc3ccccc3)CC2)cc1	1	14	-1	14	0.4	6	8	-3
CCC(C)NC(=O)COCc1cc(-c2ccc3c(c2)OCO3)on1 (centres undefined)	-3	-1	-10	0	0.4	7	-7	-2
COCc1[nH]nc2c1C(c1ccsc1)C(C#N)=C(N)O2 (centres undefined)	-2	22	0	0	-0.9	15	28	-1
CN(C(=O)Cn1nnc2ccccc2c1=O)C1CCCCC1	5	6	4	7	0.9	13	15	3
CCOc1ccccc1Nc1nc(-c2sc(NC(=O)c3cccc(Cl)c3)nc2C)cs1	3	-116	-34	-82	-0.7	5	-27	-2
COc1ccc(C(=O)CCC(=O)N2CCN(c3ccccc3)CC2)cc1	-1	-3	-2	-48	-2.6	6	9	-3
O=C(CNC(=O)c1cccc(Cl)c1)NCCCSc1ccccc1	-4	-19	-5	-40	1.2	7	13	-1
CCN(CC)S(=O)(=O)c1ccc2c(c1)c(=O)c(C(=O)NCCOC)cn2C	-3	23	0	17	-0.5	8	13	-2
CCc1ccc(C2C(C#N)=C(N)N(N(C)C)C3=C2C(=O)CCC3)s1 (centres undefined)	1	25	2	-15	0.5	14	-8	-1
CCCCC(=O)NC(=S)Nc1cc(C(=O)O)ccc1Cl	0	1	-2	-33	-3.9	1	3	-3
Cc1csc(NC(=O)COc2ccc3c(C)cc(=O)oc3c2)n1	6	-1	-27	-11	7.4	2	67*	3
Cc1cccc(Nc2nc(-c3ccc4c(c3)OCCO4)cs2)c1	-5	-231	-78	-5	4.6	20	-61	-5
CCN(Cc1nc2ccccc2c(=O)[nH]1)Cc1cc(=O)oc2cc(C)c(C)cc12	-2	4	7	8	0.2	5	8	-1
O=C(Nc1ccccc1N1CCCC1)C1CCN(C(=O)c2ccc(Cl)cc2)CC1	-4	-14	26	22	2.2	23	22	-6
O=C(COC(=O)CNC(=O)c1sc2ccccc2c1Cl)Nc1cc(Cl)cc(Cl)c1	-1	10	-4	0	-2.0	-2	47	-1
CCOc1ccc(S(=O)(=O)NCCC(=O)N(C)CC(=O)Nc2ccc(N3CCOCC3)cc2)cc1	-4	1	6	17	0.4	4	21	5
C=CCC(NCc1ccccc1)c1ccccc1 (centres undefined)	1	-17	-5	-3	-0.1	8	-11	-4
CCC(=Nc1ccccc1OC)C1=C(O)CC(c2ccccc2)CC1=O (centres undefined)	1	6	11	10	-0.5	23	14	-3
C=CCn1c(SCC(=O)N(C)C2CCS(=O)(=O)C2)nc2ccccc2c1=O (centres undefined)	-2	10	-6	-5	-2.5	6	17	-1
COc1cc2nc(CN3C(=O)c4ccccc4C3=O)oc(=O)c2cc1OC	3	23	5	7	-2.4	-6	-2	-6
O=C(NC1CCCCCC1)c1nnc(Cc2ccc(Cl)cc2)o1	3	-2	-7	-1	4.7	18	5	-2
Clc1ccc(Cn2cc(/C=N/n3cnnc3)c3ccccc32)cc1	-4	-21	-2	8	1.0	33	43	1
CCOc1cc2c(cc1OCC)CN(CC(=O)Nc1ccccc1C(=O)NC1CC1)CC2	-1	7	17	2	0.7	20	12	0
COC(=O)c1cc(-c2cccc([N+](=O)[O-])c2)c2c(=O)[nH]c(=O)n(C)c2n1	25	0	3	25	0.2	-14	37	-2
O=C(NC(=S)Nc1cccc(Cl)c1N1CCCCC1)c1ccc2c(c1)OCCO2	1	-29	50*	44*	0.7	35	61*	1
O=C1C(Nc2ccccc2)=C(N2CCCCC2)C(=O)c2ccccc21	0	12	-8	-70	-2.2	10	42	6
CN1C2CCC1CC(OC(=O)c1c[nH]c3ccccc13)C2 (centres undefined)	-2&0	-4&11	7&7	9&12	10&2.1	10&20	-22&-14	-2&-6
CCC(C)(C)n1nnnc1C(C(C)C)N1CCN(C(=O)c2ccco2)CC1 (centres undefined)	-1	3	3	-4	-2.1	21	-8	-2
Cc1ccc(S(=O)(=O)c2c(N)n(-c3ccccc3)c3nc4ccccc4nc23)cc1	3	-4	4	-3	0.1	3	-12	3
C/C(=N\OC(=O)c1ccc(F)cc1)c1sc(-c2ccc(Cl)cc2)nc1C	3	-142	-131	13	2.6	-1	-219	-5
Cc1cc(C(=O)N/N=C/c2ccc(O)c([N+](=O)[O-])c2)n[nH]1	-1	-4	6	21	-1.7	18	-8	-3

Reformatted: results already given
Screens in order: XBP1 UPR activ | 697 NFkB inh | Jurkat NFkB inh | APJ antag | CHOP UPR activ | tim23-1 inh | Mdm2 MdmX PPI | APJ agonist
CCC(C)(C)n1nnnc1C(C(C)C)N1CCN(C(=O)c2ccco2)CC1 (centres undefined)
→ -1 | 3 | 3 | -4 | -2.1 | 21 | -8 | -2
Cc1ccc(S(=O)(=O)c2c(N)n(-c3ccccc3)c3nc4ccccc4nc23)cc1
→ 3 | -4 | 4 | -3 | 0.1 | 3 | -12 | 3
C/C(=N\OC(=O)c1ccc(F)cc1)c1sc(-c2ccc(Cl)cc2)nc1C
→ 3 | -142 | -131 | 13 | 2.6 | -1 | -219 | -5

(continued)
SMILES	XBP1 UPR activ	697 NFkB inh	Jurkat NFkB inh	APJ antag	CHOP UPR activ	tim23-1 inh	Mdm2 MdmX PPI	APJ agonist
COc1ccc(CNS(=O)(=O)c2ccc(C)cc2)cc1	-3	5	0	-39	-1.5	24	5	4
CC(C)(C)SC(=O)C[C@@H]1NS(=O)(=O)OC2CCCCC21 (some centres undefined)	0	-9	-3	-7	1.3	2	-14	6
COc1ccc(/C=C/C(=O)OCC(=O)NCc2ccco2)cc1OC	-1	18	5	4	-2.1	1	12	-1
CCCn1c(-c2cccnc2Cl)nc2cc(Cl)c(Cl)cc21	1	-2	-3	6	-0.5	25	11	0
O=C(CN1C(=O)S/C(=C\c2ccccc2F)C1=O)Nc1ccccc1O	0	-16	-1	-5	2.3	39	4	3
O=c1cc(-c2ccccc2)nc2nc(-c3ccco3)[nH]n12	-2	-31	6	0	1.1	6	-1	-1
CCN(CC)C(=O)CSC(Nc1ccc(F)cc1)=C(C#N)C#N	1	-22	2	-8	3.0	-4	-1	0
CC1CCc2sc(C(=O)NC(C)C3CCCO3)cc2C1 (centres undefined)	0	-77	-62	4	-0.3	30	-12	-1
Cc1oc2c(c1C(=O)NCc1cc(C(=O)O)co1)CCCC2	1	-14	-4	3	-0.3	3	-1	-2
Cc1ccn(CC(C)C(=O)O)n1 (centres undefined)	-5	9	13	-1	1.2	2	15	0
COc1ccc(-c2nc(CSCC(=O)NC3CCCc4ccccc43)c(C)o2)cc1OC (centres undefined)	4	-1	-3	-5	0.2	29	-15	0
COc1cccc(CN(C)S(=O)(=O)c2ccc3c(c2)OCCO3)c1	1	-22	2	15	0.9	42	-1	9
CC(=O)Nc1ccc(S(=O)(=O)NCCCCNS(=O)(=O)c2ccc(NC(C)=O)cc2)cc1	-8	9	16	-1	0.8	-127	32	2
Cc1cc(OCCCn2ccnc2)cc(C)c1Cl	-4	-4	1	-15	-0.5	2	-18	-5
Cc1ccc(C)c2[nH]c(=O)c(CCNC(=O)c3ccc(Br)o3)cc12	-3	15	14	20	-1.2	26	21	-2
CC(=O)c1nn(-c2ccccc2)cc1C(=O)c1ccc(Br)cc1	0	13	1	7	-1.7	-20	21	-1
CCOc1ccccc1C(=O)NC(C)c1ccc(-n2ccnc2)cc1 (centres undefined)	-2	-5	24	12	1.5	21	16	-2
COc1ccc(NC(=O)Nc2cc(C)cc(C)c2)cn1	-2	20	2	2	2.5	8	18	0
COC(=O)c1ccc(NC(=O)CN2C(=O)CSC2=O)cc1	4	-7	7	16	3.5	-5	24	-1
O=C(c1ccccc1O)N1CCOCC1	-1	6	-6	4	-0.7	6	1	-3
O=S(=O)(c1ccc(-c2nnc(SCc3ccccc3)o2)cc1)N1CCCC1	-4	-10	16	10	0.6	-8	32	1
Cn1c(=O)c2ccccc2n(CC(=O)NC2CCCC2)c1=O	-3	-6	-13	0	2.8	7	-7	0
COc1ccc2c(c1)CCCC21NC(=O)N(CC(=O)NC(=O)NCc2ccccc2)C1=O (centres undefined)	-1	-1	15	-14	1.0	8	-5	-3
CCOc1ccc2nc(NC(=O)CSC3=NCCS3)sc2c1	2	-68	-41	15	1.5	12	29	-5
O=C(N/N=C/c1cccc(Oc2ccccc2)c1)c1ccc(O)cc1O	-5	-20	2	-9	0.8	21	-3	2
Cc1nc2nc(-c3ccco3)[nH]n2c(=O)c1C	-2	7	1	17	-1.4	3	-8	-3
CCN(CC)CCN1C(=O)C(O)=C(C(=O)c2cccs2)C1c1ccccn1 (centres undefined)	-2	3	2	24	0.1	0	4	-5
Cn1c[n+](C)cc1/C=N/O	1	-19	-3	5	-1.2	2	-5	-6
CN(CC(=O)NCc1ccc(F)cc1)Cc1ccc(Br)cc1	-3	-8	-8	-8	1.0	21	-12	0
N#Cc1cc2c(nc1SCC(=O)N1CCCCC1)CCCCC2	-1	-47	-19	10	-2.5	14	14	-3
Cc1ccc(-c2nc(CN(C)C(C3CC3)C3CC3)c(C)o2)cc1	1	-47	1	1	0.4	13	8	-3
CCN(CC)c1nc2cc(C)ccc2cc1/C=C(\C#N)C(N)=O	0	27	0	4	-1.8	38	22	-2
O=C(C/C=N\O)Nc1ccc(Oc2ccccc2)cc1	-2	15	3	-3	4.0	10	-1	-2
O=C(CN(Cc1ccccc1)S(=O)(=O)c1ccc(Br)cc1)NCC1CCCO1 (centres undefined)	-7	9	7	-19	0.6	27	-4	-1
CCOc1ccc(C(C(=O)NC2CCCC2)N(C(=O)c2snc(C(N)=O)c2N)c2cccc(O)c2)cc1 (centres undefined)	3	13	5	0	8.3	16	44	6

Reprinted at random: 6 records from the list.
SMILES	XBP1 UPR activ	697 NFkB inh	Jurkat NFkB inh	APJ antag	CHOP UPR activ	tim23-1 inh	Mdm2 MdmX PPI	APJ agonist
COC(=O)c1ccc(NC(=O)CN2C(=O)CSC2=O)cc1	4	-7	7	16	3.5	-5	24	-1
Cc1ccc(C)c2[nH]c(=O)c(CCNC(=O)c3ccc(Br)o3)cc12	-3	15	14	20	-1.2	26	21	-2
NC1=NC(=O)CC(C(=O)Nc2cccc3ccccc23)S1 (centres undefined)	-2	17	12	7	0.3	18	-25	1
COc1ccc(-n2c(-c3ccc(Cl)cc3)c[nH]c2=S)cc1	3	-31	-26	-13	6.1	19	-15	0
O=c1cc(-c2ccccc2)nc2nc(-c3ccco3)[nH]n12	-2	-31	6	0	1.1	6	-1	-1
O=C(CSc1nnc(-c2ccncc2)n1-c1ccccc1)NCC1CCCO1 (centres undefined)	-1	1	-16	6	-1.9	1	4	-4
